S-ASM inh – Inhibitors of Secretory Acid Sphingomyelinase (S-ASM): qHTS; Sphingomyelin phosphodiesterase (Homo sapiens), P17405; actives 0.006% (n = 340,000); placental ASM, HMU-PC fluorogenic substrate, 60 min; Potency, µM (series often up to 57.5 µM), without a hit: at the top dose activity change, negative = inhibition, usual class: inhibitors; further: potency means the concentration at half of the fitted maximal effect
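Human placenta-derived ASM enzyme was preincubated with compound for 10 minutes at room temperature, then given fluorogenic substrate HMU-PC0 (9 uM final) for 60 minutes at 37 °C; a pH 10 stop preceded fluorescence reading at Ex 386/Em 447 nm.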
a7 integrin act – qHTS for Activators of Integrin-Mediated Alleviation for Muscular Dystrophy. actives 0.064% (n = 350,000). Potency, µM (series often up to 38.3 µM), for inactives: top-dose activation, usual class: activators. alpha7betagal myoblasts, beta-gal FDG fluorescence, 48 h. AID 624291, 2012;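 further: potency means the concentration at half of the fitted maximal effect; 100% = response of the positive control SU9516; nearly all actives have a fitted effect of over 60% in size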
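alpha7betagal+/- myoblasts (passage 13, 250/well) treated 48 h at 37C with compounds at 1:260 dilution of DMSO stock. Lysed, then beta-galactosidase activity read as FDG fluorescence (ex 480/em 540) after 30 min, with pre-read for autofluorescence.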
AT treatment – qHTS Assay for Identifying a Potential Treatment of Ataxia-Telangiectasia; […] A-T fibroblasts, KAP-1 phosphorylation AlphaLISA; neocarzinostatin DNA damage 30 min before lysis; Potency, µM (titrated, usually from 57.5 µM), for inactives: at the highest dose activation, most hits filed as activators; actives 0.19% (n = 320,000); AID 485349, 2010; further: potency means the concentration at half of the fitted maximal effect; % of control where 0% means no effect; nearly all actives have a fitted effect of over 45% in size
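ATM-like activity read as KAP-1 phosphorylation via AlphaLISA donor/acceptor antibody pairs after lysis and 6 hr at 25C. Cells were ATM-null patient fibroblasts ([…], hTERT), dosed 60 min, then exposed to the DSB inducer NCS for 30 min.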
FBPA coupling cs – qHTS Assay for Inhibitors of Fructose-1,6-bisphosphate Aldolase from Giardia Lamblia: Coupling assay counterscreen; coupling enzyme system counterscreen, AmpLite Red fluorescence; AID 2472, 2010; actives 0.67% (n = 290,000); activity change, negative = inhibition, % at 58.2 µM, hits read low; in the data active means activity change below about -30%; further: on the % scale 0 is the no-effect control and ±100 the full control effect
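Final compound at 57.5 uM, incubated 10 min at RT with coupling enzyme reagent (glyceraldehyde-3-phosphate), then 20 min with substrate and AmpLite Red detection. Fluorescence read at 525/598 nm; tests interference with the coupling assay, not aldolase inhibition.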
TRPV1 ag – HTS Assay for Compounds that Act as Agonists of the Vanilloid Receptor 1; Transient receptor potential cation channel subfamily V member 1 (Homo sapiens), Q8NER1; TRPV1-expressing cells, Fluo-8 calcium influx, agonist mode; activation, % at 8.33 µM; actives 0.19% (n = 320,000); in the data active means activation above about 80%; inconclusive means between about 30% and that limit; further: 0% is about no effect
Target sequence (Q8NER1 whole entry, looked up): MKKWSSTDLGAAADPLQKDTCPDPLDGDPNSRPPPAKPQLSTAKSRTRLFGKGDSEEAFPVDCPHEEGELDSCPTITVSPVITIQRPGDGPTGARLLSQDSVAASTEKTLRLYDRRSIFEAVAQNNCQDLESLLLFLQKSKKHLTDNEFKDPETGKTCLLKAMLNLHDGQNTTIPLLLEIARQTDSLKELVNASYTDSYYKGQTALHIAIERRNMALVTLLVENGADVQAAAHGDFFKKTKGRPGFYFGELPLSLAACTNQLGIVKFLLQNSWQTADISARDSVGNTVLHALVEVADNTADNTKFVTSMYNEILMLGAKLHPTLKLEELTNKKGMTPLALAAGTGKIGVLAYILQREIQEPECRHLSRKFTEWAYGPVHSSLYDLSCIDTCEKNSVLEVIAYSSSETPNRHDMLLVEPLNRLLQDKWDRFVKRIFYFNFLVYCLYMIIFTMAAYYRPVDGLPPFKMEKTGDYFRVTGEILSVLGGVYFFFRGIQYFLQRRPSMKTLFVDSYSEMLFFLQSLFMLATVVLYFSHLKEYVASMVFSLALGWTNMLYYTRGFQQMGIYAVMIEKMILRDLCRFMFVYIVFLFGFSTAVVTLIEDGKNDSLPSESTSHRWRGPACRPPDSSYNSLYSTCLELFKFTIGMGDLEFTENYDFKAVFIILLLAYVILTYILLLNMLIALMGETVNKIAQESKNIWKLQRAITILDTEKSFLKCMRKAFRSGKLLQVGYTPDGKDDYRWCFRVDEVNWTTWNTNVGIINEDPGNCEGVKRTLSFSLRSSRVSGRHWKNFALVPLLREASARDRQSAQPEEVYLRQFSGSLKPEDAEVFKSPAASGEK
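Cells expressing TRPV1 were dye-loaded with Fluo-8 and read kinetically: 10 s baseline, 3 min after compound (agonist portion), then 2 min after EC20 capsaicin (allosteric enhancer portion). Calcium-bound dye fluorescence at 480/520 nm.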
* hit, by the source's call; ? = inconclusive; nt = not tested or not shown; & = joins results of further samples; [ ] = dose if it differs, or a comment. Unless noted, the call rests on the fitted dose curve; in most records, active means well fitted curve in the direction sought with a large enough effect; inconclusive means small, poorly fitted or top-dose-only effect, or another doubt; inactive means no such curve, though single readings can be large; an effect the other way counts as inactive or inconclusive.

1) CCN(c1ccccc1)S(=O)(=O)c1cc2c3c(c1)CCN3C(=O)CC2
2) CNC(=O)c1c[nH]c2ccc(S(=O)(=O)Nc3cccc(Cl)c3C)cc2c1=O
3) O=C(CSc1nc(-c2cccs2)nc2cc(=O)[nH]n12)Nc1ccccc1F
4) COc1cc(C2OC(=O)c3c2ccc(OC)c3OC)ccc1O (centres undefined)
5) Cc1ccccc1NC(=O)CSc1nc(-c2cccs2)nc2cc(=O)[nH]n12
6) COc1ccc2cc3c(N)nn(C(=O)c4ccc(OC)c(OC)c4)c3nc2c1

assay / entry | 1 | 2 | 3 | 4 | 5 | 6
S-ASM inh | nt | nt | nt | nt | nt | nt
a7 integrin act | nt | nt | nt | nt | nt | nt
AT treatment | -1.4% | 17.5% | -3.4% | 19.5% | -2.6% | -11.0%
FBPA coupling cs | nt | nt | nt | nt | nt | nt
TRPV1 ag | 3.8 | 4.5 | -0.1 | -2.0 | -0.5 | -1.0

7) COc1ccc(C2Nc3ccccc3C(=O)N2Cc2ccccc2)cc1COc1ccc(Cl)cc1Cl (centres undefined)
8) C#CCOCCOCCOCCNc1nc(N2CCN(C(=O)CCCCCCCCCCNC(=O)[C@H](CCCCN)n3cc(C)nn3)CC2)nc(N2CCN(C(=O)CCCCCCCCCCNC(=O)[C@@H]([C@H](C)CC)n3cc(CCCCCN)nn3)CC2)n1
9) COc1cccc(NC(=O)Cn2cc(C(=O)c3ccc(C)cc3)c(=O)c3cc(OC)ccc32)c1
10) Cc1ccccc1NS(=O)(=O)c1ccc2[nH]cc(C(=O)NCCc3ccccc3)c(=O)c2c1
11) CC1(c2ccccc2)ON(c2ccccc2C(F)(F)F)C1=O (centres undefined)
12) O=C1Nc2ccccc2Oc2cc(Oc3ccccc3)ccc21

assay / entry | 7 | 8 | 9 | 10 | 11 | 12
S-ASM inh | nt | nt | nt | nt | nt | nt
a7 integrin act | nt | nt | nt | nt | nt | nt
AT treatment | -3.2% | -2.5% | -6.2% | -17.1% | 25.3% | 11.5%
FBPA coupling cs | nt | nt | nt | nt | nt | nt
TRPV1 ag | -4.0 | 6.1 | 0.0 | 0.1 | 9.4 | 2.0

13) N#Cc1c2ccc([N+](=O)[O-])cc2[n+]([O-])n1-c1ccccc1
14) CN(C)S(=O)(=O)c1cccc(NC(=O)c2ccc3c(c2)S(=O)(=O)N=C2CCCCCN23)c1
15) CC1Cn2cc(C(=O)Nc3ccccc3C(F)(F)F)c(=O)c3c(Cl)ccc(c32)O1 (centres undefined)
16) CCOCCn1c(=O)c2c(nc3n2CCN3c2ccc(C)c(C)c2)n(C)c1=O
17) O=C1C(Cc2ccccc2)Nc2ncnc(N3CCc4ccccc4C3)c2N1Cc1ccc(Br)cc1 (centres undefined)
18) c1ccc2c(c1)-c1cccc3c1c-2cc1ccccc13

assay / entry | 13 | 14 | 15 | 16 | 17 | 18
S-ASM inh | nt | nt | nt | nt | nt | nt
a7 integrin act | nt | nt | nt | nt | nt | nt
AT treatment | 3.9% | -4.5% | -3.4% | 0.4% | 10.1% | 26.9%
FBPA coupling cs | nt | nt | nt | nt | nt | nt
TRPV1 ag | 2.0 | -2.7 | -4.2 | -1.2 | 18.2 | 2.6

19) CC(C)(C)c1cc(C(C)(C)C)c2oc(=O)c(-c3nc4ccc(C(=O)O)cc4[nH]3)cc2c1
20) C#CCOCCOCCOCCNc1nc(N2CCN(C(=O)CCCCCCCCCCNC(=O)[C@H]([C@@H](C)CC)n3cc(CCCCN=C(N)N)nn3)CC2)nc(N2CCN(C(=O)CCCCCCCCCCNC(=O)[C@H]([C@@H](C)CC)n3cc(CCCCN=C(N)N)nn3)CC2)n1
21) O=C(COC(=O)c1cccc([N+](=O)[O-])c1)c1ccc2c(c1)OCO2
22) Brc1ccc(-c2ccc(C3Nc4cccc5cccc(c45)N3)o2)cc1
23) CC[C@H](C)[C@@H](C(=O)NCCCCCCCCCCC(=O)N1CCN(C(=O)OC(C)(C)C)CC1)n1cc(CCCCN=C(NC(=O)OC(C)(C)C)NC(=O)OC(C)(C)C)nn1
24) COc1ccc(CN2C(=O)C(Cc3ccccc3)Nc3ncnc(N4CCc5ccccc5C4)c32)cc1 (centres undefined)

assay / entry | 19 | 20 | 21 | 22 | 23 | 24
S-ASM inh | nt | nt | nt | nt | nt | nt
a7 integrin act | nt | nt | nt | nt | nt | nt
AT treatment | 23.5% | -2.7% | 7.8% | -8.8% | -0.2% | 4.4%
FBPA coupling cs | nt | nt | nt | nt | nt | nt
TRPV1 ag | ? | -1.8 | 18.1 | 1.4 | -0.9 | 15.7

25) Cc1cccc(N(C)S(=O)(=O)c2nnc(NC(=O)C3CCCCC3)s2)c1
26) C[C@@H]1O[C@@H](OC2C(O)C(OCCc3ccc(O)c(O)c3)OC(CO)C2OC(=O)/C=C/c2ccc(O)c(O)c2)[C@H](O)[C@H](O)[C@H]1O (some centres undefined)
27) C/C(=C\c1ccccc1)C1Nc2cccc3cccc(c23)N1
28) N#C/C(=C\c1ccc(-c2ccc(Cl)c(C(=O)O)c2)o1)c1nc2ccccc2[nH]1
29) Cc1cc(Nc2ccc(O)cc2)ccc1N
30) OC1OC[C@@H](O)[C@H](O)[C@H]1O (some centres undefined)

assay / entry | 25 | 26 | 27 | 28 | 29 | 30
S-ASM inh | nt | nt | nt | nt | nt | nt
a7 integrin act | nt | nt | nt | nt | nt | nt
AT treatment | 7.9% | 0.2% | 6.1% | 1.2% | -8.7% | 8.7%
FBPA coupling cs | nt | nt | nt | nt | nt | 1.1
TRPV1 ag | -4.5 | -2.4 | 1.8 | 4.9 | 2.5 | -1.5

31) COc1cc2oc3ccc(C#Cc4ccc(N)cc4)cc3c(=O)c2cc1OC
32) O=c1c2ccccc2oc2cc(C#Cc3ccccn3)ccc12
33) O=c1[nH]c2ccccc2cc1-c1nnn(-c2ccc(Cl)c(Cl)c2)n1
34) CCN(CC)c1nc(N)c2c(N)nc(OC)cc2c1C#N
35) O=[N+]([O-])c1cc(-c2csc(NCCc3nc4cc(C(F)(F)F)ccc4n3CCCO)n2)ccc1Cl
36) O=C1N[C@@H](Cc2ccccc2)C(=O)N2[C@H]1C[C@]1(Br)c3ccccc3N(S(=O)(=O)c3ccc(F)cc3)[C@H]21

assay / entry | 31 | 32 | 33 | 34 | 35 | 36
S-ASM inh | -5.8% | 9.9% | 2.4% | 66.5%[activator] | -15.5% | -6.7%
a7 integrin act | -13.5% | 20.9% | -7.6% | 12.2% | -15.1% | -2.7%
AT treatment | nt | nt | nt | nt | nt | nt
FBPA coupling cs | nt | nt | nt | nt | nt | nt
TRPV1 ag | nt | nt | nt | nt | nt | nt

37) C#Cc1ccc2c(c1)COc1c3ccccc3nn1-2
38) O=C(NCCOc1ccccc1)C1Nc2ccc(OC(F)(F)F)cc2C2C=CCC12 (centres undefined)
39) C#CCOCCOCCOCCNc1nc(N2CCN(C(=O)[C@H](C)n3cc(CCC(=O)O)nn3)CC2)nc(N2CCN(C(=O)[C@H](Cc3ccc(O)cc3)n3cc(CCO)nn3)CC2)n1
40) C=CCNC(=O)c1ccc2c(c1)S(=O)(=O)c1ccccc1C2=O
41) CCN1C(=O)[C@@H]2[C@@H](c3ccc(-c4cc(C(C)=O)cs4)cc3)N3CCC[C@@]3(C(=O)OC)[C@@H]2C1=O
42) O=C([O-])c1cc(-c2ccccc2)cc(-c2ccccc2)[n+]1CCc1ccc(Cl)cc1

assay / entry | 37 | 38 | 39 | 40 | 41 | 42
S-ASM inh | -2.0% | -0.1% | 4.1% | 0.2% | -3.6% | -6.9%
a7 integrin act | -15.4% | -9.7% | 36.3% | 5.8% | 15.2% | -44.6%
AT treatment | nt | nt | nt | nt | nt | nt
FBPA coupling cs | nt | nt | nt | nt | nt | nt
TRPV1 ag | nt | nt | nt | nt | nt | nt

43) COC(=O)[C@@]1(Cc2ccc(OC)cc2)[C@H]2c3cc(C(=O)N(C)C)n(Cc4c(CO)[nH]cc(C)c4=O)c3C[C@H]2CN1C(=O)c1ccccc1
44) CCOC(=O)CN1C(=O)N[C@@H](CCc2ccccc2)[C@@H](C(=O)OC)[C@H]1C
45) CCC(=O)NC(c1cc(Cl)c2ccccc2c1O)C1CC1 (centres undefined)
46) CCC(=O)NC(c1cc(Cl)c2cccnc2c1O)C(C)C (centres undefined)
47) COc1cccc(-c2ccc3ncnc(NCc4cccc(C)c4)c3c2)c1
48) Cn1nnnc1Sc1ncnc2scc(-c3ccc([N+](=O)[O-])cc3)c12

assay / entry | 43 | 44 | 45 | 46 | 47 | 48
S-ASM inh | 3.6% | -1.3% | 68.4%[activator] | 4.0% | -19.9% | 4.2%
a7 integrin act | -22.7% | -0.6% | nt | nt | nt | nt
AT treatment | nt | nt | 3.1% | 6.4%&1.7% | -13.8%&-2.2% | 21.7%
FBPA coupling cs | -0.3 | 3.6 | nt | nt | nt | nt
TRPV1 ag | nt | nt | 6.3 | 1.6 | ? | -3.4

Compounds listed so far that have two or more sulfur atoms (five):
3) O=C(CSc1nc(-c2cccs2)nc2cc(=O)[nH]n12)Nc1ccccc1F
5) Cc1ccccc1NC(=O)CSc1nc(-c2cccs2)nc2cc(=O)[nH]n12
14) CN(C)S(=O)(=O)c1cccc(NC(=O)c2ccc3c(c2)S(=O)(=O)N=C2CCCCCN23)c1
25) Cc1cccc(N(C)S(=O)(=O)c2nnc(NC(=O)C3CCCCC3)s2)c1
48) Cn1nnnc1Sc1ncnc2scc(-c3ccc([N+](=O)[O-])cc3)c12

assay / entry | 3 | 5 | 14 | 25 | 48
S-ASM inh | nt | nt | nt | nt | 4.2%
a7 integrin act | nt | nt | nt | nt | nt
AT treatment | -3.4% | -2.6% | -4.5% | 7.9% | 21.7%
FBPA coupling cs | nt | nt | nt | nt | nt
TRPV1 ag | -0.1 | -0.5 | -2.7 | -4.5 | -3.4

More entries:
49) COc1cccc(-c2ccc3ncnc(NCc4cc(C)cs4)c3c2)c1
50) CS(=O)(=O)c1cccc(-c2csc(N3CCC(C(N)=O)CC3)n2)c1
51) CC(=O)NC(c1cc(Cl)c2ccccc2c1O)C(C)C (centres undefined)
52) C/C(=C\c1ccc2c(c1)OCO2)C1Nc2cccc3cccc(c23)N1
53) O=S(=O)(NCCCCCCNS(=O)(=O)c1c(F)cccc1F)c1ccc2c(c1)OCCO2
54) O=C1NC(=O)/C(=C/c2ccco2)N1
55) Clc1ccccc1-c1ccc2ncnc(NCc3ccc4c(c3)OCO4)c2c1
56) Cn1nnnc1Sc1ncnc2scc(-c3cc4ccccc4o3)c12
57) O=C(COC(=O)CNC(=O)c1ccccc1Cl)Nc1cc(C(F)(F)F)ccc1Cl

assay / entry | 49 | 50 | 51 | 52 | 53 | 54 | 55 | 56 | 57
S-ASM inh | -16.8% | 9.2% | 103.2%[activator] | -2.4% | -1.9% | 0.5% | ? | -4.0% | -0.5%
a7 integrin act | nt | nt | nt | nt | nt | nt | nt | nt | nt
AT treatment | -8.6%&4.2% | -3.2%&-0.5% | 9.2% | -2.8% | 6.0% | 8.1% | 3.0%&-5.3% | ? | 11.2%
FBPA coupling cs | nt | nt | nt | nt | nt | nt | nt | nt | nt
TRPV1 ag | ? | 17.9 | 2.6 | 0.3 | -2.9 | -3.9 | 17.7 | 1.5 | 2.9

This is a subset, so the mix of outcomes need not match the whole.
